DAX1 inh-1: blocks DAX1 repression of SF-1 activated StAR promoter; HEK293T StAR-luciferase reporter, SF-1/DAX-1 repression relief; inhibition, % at 6.8 µM; 370,000 compounds, 1.1% hits; AID 652010;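 active = inhibition above the mean over all tested compounds plus 3 SD, cut at about 3.6% in these data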;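 also: 0% = DAX-1 cells with DMSO and 100% = cells lacking DAX-1 with DMSO; higher inhibition means more luminescence from relief of DAX-1 repression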
ADAM10 inh: inhibitors of human ADAM10; AID 720582; O14672; 370,000 compounds, 0.62% hits; inhibition, % at 7 µM; recombinant ADAM10, EDANS/DABCYL FRET peptide cleavage, 3 h;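 active = inhibition above a per-campaign cutoff equal to the mean of compounds falling between control-based bounds plus 3 SD, cut at about 20% in these data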;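 also: 0% = DMSO wells while the 100% control is not disclosed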
GAA850 FXN act: increases GAA850 frataxin promoter reporter activity; AID 540364; 360,000 compounds, 0.56% hits; activation, % at 6 µM; HEK293 lucGAA850 FXN promoter luciferase reporter, 24 h; percent of 10 µM SAHA response;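 active = activation above the average of all compounds screened plus 3 SD, cutoff fixed separately per campaign, cut at about 7.5% in these data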;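 also: 0% = DMSO wells and 100% = 10 µM SAHA wells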
HGIII-sPLA2 inh: Inhibits HGIII-sPLA2 liposome hydrolysis, primary screen; AID 743126; QFRET BODIPY PC-A2 liposome hydrolysis, fluorescence; inhibition, % at 12.2 µM; 370,000 compounds, 0.56% hits;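 active = inhibition above mean plus 3 SD of compounds lying within the high and low control bounds, cut at about 19% in these data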;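 also: 0% = median of test compound wells and 100% = no enzyme DMSO wells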
Target sequence (Q9NZ20 whole entry, looked up): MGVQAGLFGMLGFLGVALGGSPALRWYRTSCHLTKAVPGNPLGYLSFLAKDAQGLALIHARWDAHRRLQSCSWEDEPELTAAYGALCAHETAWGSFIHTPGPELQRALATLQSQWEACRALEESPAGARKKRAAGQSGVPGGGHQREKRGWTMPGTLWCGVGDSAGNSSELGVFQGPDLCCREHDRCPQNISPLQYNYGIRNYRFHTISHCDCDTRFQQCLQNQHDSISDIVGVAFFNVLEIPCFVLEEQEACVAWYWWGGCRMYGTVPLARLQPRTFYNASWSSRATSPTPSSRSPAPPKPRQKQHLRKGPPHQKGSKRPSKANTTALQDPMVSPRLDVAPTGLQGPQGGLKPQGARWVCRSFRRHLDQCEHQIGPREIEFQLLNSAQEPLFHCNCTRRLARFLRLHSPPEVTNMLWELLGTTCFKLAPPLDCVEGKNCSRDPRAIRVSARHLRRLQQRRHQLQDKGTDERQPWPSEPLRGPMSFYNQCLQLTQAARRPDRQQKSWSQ
DAX1 inh-2: NR0B1 (DAX1) inhibition; HEK293 Gal4-DAX1 luciferase reporter, luminescence; AID 504766; 340,000 compounds, 0.99% hits; inhibition, % at 6.75 µM; P51843;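 active = inhibition above the mean over all tested compounds plus 3 SD, cut at about 4.2% in these data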;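 also: 0% = DAX1-transfected cells with DMSO and 100% = empty-vector control cells with DMSO; inhibition shows as a rise in luminescence from relieved DAX1 repression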
Target sequence (P51843 207-470 limits assumed): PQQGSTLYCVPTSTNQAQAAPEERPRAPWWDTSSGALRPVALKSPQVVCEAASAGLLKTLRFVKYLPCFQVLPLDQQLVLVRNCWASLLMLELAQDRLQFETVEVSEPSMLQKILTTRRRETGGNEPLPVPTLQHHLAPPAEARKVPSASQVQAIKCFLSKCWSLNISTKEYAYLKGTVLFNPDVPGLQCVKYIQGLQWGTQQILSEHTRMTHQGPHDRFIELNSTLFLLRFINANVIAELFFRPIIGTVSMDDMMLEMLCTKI
hcDAF-12 act: H. contortus DAF-12 activation, primary screen; HEK293 hcDAF-12 lit1-tk-luc reporter, luminescence; 0% DMSO, 100% Δ7-dafachronic acid; activation, % at 6.8 µM; 370,000 compounds, 1.4% hits;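 active = activation above the mean of all tested compounds plus 3 SD, cut at about 5.5% in these data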;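 also: 100% = response to 3 µM Δ7-dafachronic acid high control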
PLC-beta3 inh: inhibitors of human phospholipase C beta3. Q01970. Purified PLC-beta3, fluorogenic substrate, fluorescence. inhibition, % at 12.2 µM. 370,000 compounds, 0.18% hits. AID 720704; in the data active = inhibition above about 11%;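 also: 0% = median of compound wells on plate and 100% = full blocker control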
ADAM17 inh: inhibits human ADAM17; 370,000 compounds, 0.83% hits; AID 720648; inhibition, % at 6.95 µM; recombinant ADAM17, EDANS/DABCYL FRET peptide cleavage;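 active = inhibition above the mean of compounds lying between control limits plus 3 SD, set per campaign, cut at about 8.5% in these data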;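 also: 0% = DMSO-only wells as the low control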
PLCg1 inh: inhibitors of human phospholipase C gamma1 | P19174 | inhibition, % at 12.2 µM | 370,000 compounds, 0.84% hits | AID 720700 | purified PLC-gamma1, fluorogenic substrate, fluorescence; in the data active = inhibition above about 9.5%
ssDAF12 agonist: activators of S. stercoralis DAF-12 nuclear receptor. HEK293 ssDAF-12/GRIP1 lit1-tk-luc reporter, luminescence; % of 3 µM dafachronic acid response. activation, % at 6.8 µM. 370,000 compounds, 1% hits;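 active = activation above the mean over all tested compounds plus 3 SD, cut at about 0.9% in these data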;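 also: 0% = DMSO-only wells and 100% = 3 µM delta7-dafachronic acid wells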
hgDAF12 agonist: activates the H. glycines DAF-12 receptor ligand-binding domain | HEK293 GAL4-hgDAF12 UAS-luciferase reporter, agonist luminescence; normalized to butyrate control | AID 687014 | 370,000 compounds, 1.8% hits | activation, % at 6.8 µM;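 active = activation above a cutoff set at the mean of all screened compounds plus 3 SD, cut at about 10% in these data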;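 also: 0% = DMSO wells and 100% = sodium butyrate wells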
Numbers without * were called inactive; · = not tested or not shown; & = joins results of further samples.

SMILES	hgDAF12 agonist	PLCg1 inh	ADAM10 inh	hcDAF-12 act	HGIII-sPLA2 inh	GAA850 FXN act	ssDAF12 agonist	PLC-beta3 inh	ADAM17 inh	DAX1 inh-2	DAX1 inh-1
Cc1ccc(C(=O)c2ccc([N+](=O)[O-])cc2)cc1C	-4.2	0	-8	-1.4	7	1.6	-1.0	1	-2	0.2	0.1
CCOc1ccc(NC(=O)CSc2ncn[nH]2)c([N+](=O)[O-])c1	-0.2	2	3	-0.7	-17	0.2	-1.6	2	0	-0.5	-0.4
CCOc1ccc(S(=O)(=O)NCCC(=O)NC(C)CCc2ccccc2)cc1 (centres undefined)	-0.5	0	3	-2.3	-7	0.0	-1.1	-10	0	-0.2	-1.5
O=C(C1CCCCN1S(=O)(=O)c1ccccc1[N+](=O)[O-])N1CCCCC1 (centres undefined)	0.1	1	7	-0.5	3	2.6	-1.1	-1	1	-1.6	0.6
COc1cccc(C(=O)N2CCN(C(=O)C3CCCO3)CC2)c1 (centres undefined)	-1.7	-1	-3	-0.1	-6	0.5	-1.3	0	-2	0.2	-1.4
Cc1cccc(S(=O)(=O)Nc2ccc(C)c3c2OC(C)(C)C3)c1	-1.8	1	1	-2.0	-9	-1.0	-1.3	3	-2	-0.5	-1.4
NC(=O)c1ccc(Nc2ccc([N+](=O)[O-])cc2[N+](=O)[O-])cc1	-0.4	4	4	-1.6	0	2.0	-1.7	6	0	0.8	-1.5
O=C(NCC1CCCO1)C(C(=O)c1ccc(F)cc1)n1ccccc1=O (centres undefined)	-1.3	3	8	-1.6	7	-1.3	-1.7	2	1	-0.3	-0.3
O=C(OCC1CCC=CO1)C1CCC=CO1 (centres undefined)	2.3	0	-16	1.4	4	2.0	-1.3	-3	-4	-0.9	-1.1
COc1ccc2[nH]cc(C(O)CN3CCN(c4ccccc4F)CC3)c2c1 (centres undefined)	-1.8	-5	-2	-0.5	-20	-2.1	-2.0	-1	-5	-1.9	-0.5
Cc1ccccc1-n1c(SCC(=O)c2c(N)n(C3CC3)c(=O)[nH]c2=O)nnc1N1CCOCC1	-1.5	0	-2	0.8	4	1.7	-1.5	1	-6	-0.1	0.1
Cc1ccc(S(=O)(=O)N2CCN(C(=S)NCC3CCCO3)CC2)cc1 (centres undefined)	0.4	4	-5	-1.2	8	1.4	-1.4	-3	-5	-0.3	3.0
CCCOC(=O)c1ccc(OCC(O)CN2C(=O)NC(C)(C)C2=O)cc1 (centres undefined)	-0.7	6	6	-0.7	-2	3.6	-1.2	1	0	0.9	0.1
COc1ccc(S(=O)(=O)N2CCCC(C(=O)NCCC3=CCCCC3)C2)cc1 (centres undefined)	1.6	2	16	-1.8	-4	-1.0	-1.1	3	-1	0.0	-1.2
Cc1c(NC(=O)C(C)OC(=O)c2sc3ccccc3c2Cl)c(=O)n(-c2ccccc2)n1C (centres undefined)	0.0	-2	-2	-2.9	3	1.1	-1.1	0	4	0.2	-0.2
COc1ccc(S(=O)(=O)N2CC3C4C=CC(C4)C3C2)cc1 (centres undefined)	0.7	4	4	4.4	5	2.0	0.5	-217	0	0.1	1.2
O=C(NCc1ccccc1Cl)C1CCN(S(=O)(=O)c2ccc(F)cc2)CC1	0.2	0	-12	-1.1	-8	-1.2	-1.2	2	-2	-0.5	-0.4
C=CCN1C(=O)C(C)NC1=S (centres undefined)	1.7	0	2	-0.5	-12	-0.2	-1.2	-7	-4	0.2	-0.1
CCC1(C)Cc2nc3[nH]c(=S)n(-c4ccc(C)cc4)c(=O)c3cc2CO1 (centres undefined)	0.5	-2	-20	-1.2	12	1.7	-0.9	-1	-7	-0.1	-0.4
O=C(Nc1ccc(F)cc1)C(c1ccncc1)N1CCN(CC(=O)N2CCCC2)CC1 (centres undefined)	-0.3	0	-6	0.8	14	·	-1.4	-4	-3	·	-0.7
CC(C)n1c(NCCO)nc2ccccc21	-0.2	4	9	-1.3	8	2.5	-1.4	3	5	0.1	0.1
Cc1ccc(CNC(=O)CCCc2ccccc2)cc1	-5.0	1	1	0.9	-8	-0.6	-0.6	-8	0	0.0	0.7
Cc1cn(CCC(=O)Nc2ccc(N3CCOCC3)cc2)c2ccccc12	6.6	-3	1	2.5	-24	5.0	-0.8	-6	1	1.4	0.9
O=C(OCC#CCSc1nnc(-c2cccc3ccccc23)o1)c1ccc(Cl)cc1	-2.1	3	-9	-0.8	11	2.1	-1.7	0	-1	0.6	-0.2
O=C(C[C@H]1C/C=C/CC[C@H](Cc2ccc(F)cc2)C(=O)O[C@H](c2ccccc2)CNC1=O)NCCO	-3.9	4	0	-2.4	0	5.1	-1.1	2	0	-1.9	-0.6
Cn1c(=O)c2cc(NC(=S)NC3CCCCC3)ccc2n1Cc1cccc(C(F)(F)F)c1	-1.0	-242	-491	-2.4	1	-2.5	-1.8	-309	-148	·	-0.6
COn1c(=O)c(=O)n(O)c2ccccc21	-1.9	4	0	2.7	-2	4.0	-1.3	3	0	1.4	-0.2
CCOC(=O)C(Cc1ccnnc1)=NO	0.2	4	9	-0.2	-3	-1.7	-0.5	4	-87	0.9	0.0
COC(=O)C1CN(C(=O)C(C)Oc2ccccc2F)c2ccccc2O1 (centres undefined)	4.2	2	5	0.8	3	0.7	-0.3	-24	1	0.3	0.1
CCC(=O)c1ccc(Oc2nc3c(c(=O)n(C)c(=O)n3C)n2CC)cc1	1.9	6	-4	-0.2	4	-1.1	-1.6	-4	-3	-0.9	0.0
O=C(CCC1COc2ccccc2O1)NCc1ccco1 (centres undefined)	1.8	2	5	-0.1	4	1.0	-1.0	0	0	-0.9	0.2
Oc1ccc(/C=N/N(c2ccccc2)c2ccccc2)c(O)c1O	-1.2	-3	-3	-1.8	15	2.5	-1.2	-15	5	-0.6	-0.2
COc1cccc(C(c2nnnn2-c2c(C)cccc2C)N2CCN(C/C=C/c3ccccc3)CC2)c1OC (centres undefined)	2.0	4	7	-1.0	-6	·	-0.3	3	7	·	-2.5
Cc1cc(C)cc(C(=O)Nc2cc3c4c(c2)CC(=O)N4CCC3)c1	-3.0	-1	-9	-1.5	-9	0.3	-1.0	-9	1	-1.7	1.4
COc1ccccc1P(=O)(c1ccccc1)c1ccccc1NC(C)=O (centres undefined)	-0.5	7	-2	-1.8	4	0.3	-1.3	1	-4	-0.2	-0.2
O=C(Oc1cccc([N+](=O)[O-])c1)C1CCN(C(=O)c2ccc(F)cc2)CC1	-0.7	2	6	-1.1	-6	0.3	-0.3	-1	3	0.3	0.8
CCC(C)c1ccc(NC(=O)c2cccs2)cc1 (centres undefined)	19*	0	7	8.2*	1	4.3	1.7*	5	4	-0.2	7.2*
O=C(c1cc2cc(Br)ccc2o1)N1CCN(c2ccccc2)CC1	4.8	-5	-48	1.4	2	2.1	-0.3	-8	-1	3.5	3.0
O=C1O[C@@H](c2ccccc2)C[C@@H](O)C(=O)CCc2ccccc21	-2.4	0	-17	-0.3	0	·	-1.2	1	-6	·	-1.6
Cn1nnnc1SCC(=O)NCCCc1ccccc1	-1.1	-2	-12	-0.5	4	-0.5	-1.1	-1	-4	-0.1	0.2
COc1ccc(NC(=O)CN2C(=O)NC(C)(c3ccccc3)C2=O)cc1Cl (centres undefined)	-1.9	-3	-2	-2.4	-8	-0.5	-0.8	-4	-1	0.4	0.2
O=C(NC1CCN(C(=S)NCc2ccco2)CC1)c1cccc(F)c1	-1.9	0	-3	-0.5	7	0.9	-1.9	1	-1	-0.3	-0.9
C=CCn1c(SC)nnc1C1COc2ccccc2O1 (centres undefined)	0.8	0	-1	-0.4	1	-1.9	-1.3	3	-2	2.0	-0.1
COc1ccc(S(=O)(=O)N2CCOCC2)cc1NC(=O)CN1C(=O)NC(C)(C2CC2)C1=O (centres undefined)	1.4	-1	4	0.8	-1	0.8	-1.3	-3	0	-0.3	-0.7
O=S1(=O)[C@H]2C[C@@H]3C=C[C@@]2(CN1Cc1cccc(Cl)c1)O3	1.9	4	3	-0.6	14	-0.3	-1.2	3	0	0.3	0.0
CC(=O)Nc1ccc(Nc2nc(C)cc(C)n2)cc1	3.5	-5	-2	-1.4	-2	1.3	-1.6	3	-3	1.0	-0.3
N#CC(=C(O)COC(=O)CCCNC(=O)c1ccc(Cl)cc1)c1nc2ccccc2[nH]1	-2.2	-23	-28	3.1	-14	3.4	-0.4	-30	-6	-0.3	-1.0
COc1ccc(C(NCC(=O)Nc2c(C)cccc2C)c2ccccc2)cc1 (centres undefined)	-0.8	7	-1	-2.2	-11	0.9	-1.0	-3	-2	-0.2	0.1
CCOC(=O)C(C(C)=O)C(c1ccc(OCCC(C)C)cc1)C(C(C)=O)C(=O)OCC (centres undefined)	1.6	-28	-10	0.8	-2	-3.0	-1.2	-41	-4	-1.7	-0.4
NC(=O)CSc1nc2scc(-c3ccco3)c2c(=O)n1-c1ccccc1	-1.5	-25	3	-1.4	-2	-0.9	-1.3	-33	0	2.0	-0.7
O=C(Nc1nc(-c2ccccn2)cs1)c1cc(S(=O)(=O)N2CCOCC2)ccc1F	6.4	-15	-9	3.5	-5	-2.4	-0.8	-18	-3	0.7	-1.1
O=C(NCc1ccc2c(c1)OCO2)c1cc(-c2ccccc2Cl)on1	-2.3	1	3	-1.4	-11	-1.1	-1.3	-4	1	-0.1	0.2
O=C(COc1ccc(Br)cc1)OCC(=O)N1CCOCC1	0.8	-3	-11	-0.2	-1	-1.2	-0.9	1	-3	-0.3	-0.4
CCOC(=O)Cn1cc(CN2C(C(=O)OC)CN(CCO)CCS2(=O)=O)nn1 (centres undefined)	1.1	1	1	4.2	5	·	-0.5	1	-3	·	0.3
Cc1cccc(C)c1OCc1cc(C(=O)N2CCN(c3ccc(F)cc3)CC2)no1	14*	0	16	4.8	-2	3.5	0.2	-7	3	1.6	5.9*
c1csc(Cn2nnnc2CN2CCN(c3nc4ccccc4s3)CC2)c1	-1.0	-3	-1	-2.8	-16	1.1	-1.3	0	-2	-1.9	-1.0
Cc1onc(-c2ccccc2)c1C(=O)N1CCCSC1=Nc1ccccc1	2.3&-0.1	4&-4	-4&-8	-0.7&-2.1	1&-6	0.1&1.3	-1.5&-1.0	-1&-7	-2&-2	0.2&1.2	-0.3&-0.1

Screening data as filed in PubChem.

Hits appear at their usual frequency; overall some 6.9% were active at least once.
